CF NFkB block: inhibitors of PAF-induced NF-kB signaling, primary screen, cell-based, GFP fluorescence, uHTS | KKLEB NF-kB-GFP reporter, GFP fluorescence overnight | inhibition, % at 5 µM | 360,000 compounds, 0.86% hits | AID 588850, 2011;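 active means at least 50% inhibition at 5 µM, scaled per plate between neutral and stimulator controls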;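 further: PAF is a Pseudomonas aeruginosa culture filtrate used as stimulus; plate controls were PAF-stimulated DMSO wells for no effect and unstimulated DMSO wells for full effect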
TRAIL sens C8: viability loss with TRAIL in NB7+C8 cells, primary screen, TRAIL sensitizer project, cell-based, ATPlite luminescence; inhibition (viability loss, TRAIL sensitization), % at 10 µM; 360,000 compounds, 1% hits;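 active means compounds causing at least 50% loss of cell viability in the single-dose screen, relative to plate controls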
EBV LMP1 NFkB: EBV LMP1-driven NF-kappaB luciferase reporter inhibitors, primary screen, cell-based, luminescence, single point. LMP1-induced NF-kappaB luciferase reporter cells. inhibition, % at 12.5 µM. 350,000 compounds, 0.69% hits; in the data active means inhibition above about 41%;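 further: 0% = neutral control wells and 100% = reference inhibitor control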
NCOA3 inh: SRC3 coactivator transcriptional activity inhibitors, primary screen, cell-based, luminescence; 360,000 compounds, 0.17% hits; HEK293 GAL4-SRC3 luciferase reporter; inhibition, % at 3.6 µM;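 active means inhibition above a per-campaign cutoff, the mean of all compounds plus 3 SD, cut at about 60% in these data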;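 further: 0% = DMSO-treated cells and 100% = gossypol-treated cells at 36 µM; higher means less SRC3-driven luciferase light from the GAL4 reporter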
COUP-TFII inh: NR2F2 transcriptional activity inhibitors, primary screen, cell-based, luciferase reporter, HEK293T, luminescence. HEK293T NGFI-A luciferase reporter. COUP transcription factor 2 (Homo sapiens), P24468. inhibition, % at 8.6 µM. 370,000 compounds, 0.7% hits. AID 686940, 2013;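 active means inhibition above a per-plate cutoff, mean inhibition of test wells between control levels plus 3 SD, cut at about 38% in these data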;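 further: cells cotransfected with COUP-TFII expression vector driving the NGFI-A reporter; 0% = median of COUP-TF2 test wells and 100% = reporter-only cells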
NR5A2 inv ag: LRH-1 (NR5A2) inverse agonists, primary screen, cell-based, luminescence, HEK293T, StAR-luciferase reporter; LRH-1 transfected, 24 h; inhibition, % at 3.6 µM; 360,000 compounds, 0.13% hits;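 active means inhibition above the mean inhibition of all tested compounds plus 3 SD, cut at about 73% in these data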;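 further: 0% = DMSO wells and 100% = reporter-only cells lacking LRH-1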
TWEAK Fn14 block: inhibitors of TWEAK-Fn14 signaling, primary screen, luciferase reporter cells, uHTS; TWEAK-stimulated Fn14 reporter cells, luciferase luminescence, 8 h; inhibition, % at 10 µM; 360,000 compounds, 2% hits; in the data active means inhibition above about 50%
KKLEB cytotox: cytotoxicity in KKLEB CF airway cells, primary screen, cytotoxicity control for CF NF-kB inhibitor project, cell-based, uHTS, fluorescence assay plates | KKLEB CF airway cells viability, ATPlite luminescence, overnight; stronger effect = lower value; cells stimulated with P. aeruginosa culture filtrate | activity change (cytotoxicity), % at 5 µM | 360,000 compounds, 0.36% hits;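 active means corrected activity change at or below -50% at 5 µM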
SRC1 inh: SRC1 coactivator transcriptional activity inhibitors, primary screen, cell-based, luminescence | Nuclear receptor coactivator 1 (Homo sapiens), Q15788 | HEK293 GAL4-SRC1 luciferase reporter | inhibition, % at 3.6 µM | 360,000 compounds, 0.12% hits;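 active means inhibition above the campaign mean plus 3 SD, with each screening campaign given its own cutoff, cut at about 60% in these data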;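 further: 0% = DMSO treated cells and 100% = gossypol at 36 µM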
Target sequence (Q15788 whole entry, looked up, the tested form may be a part): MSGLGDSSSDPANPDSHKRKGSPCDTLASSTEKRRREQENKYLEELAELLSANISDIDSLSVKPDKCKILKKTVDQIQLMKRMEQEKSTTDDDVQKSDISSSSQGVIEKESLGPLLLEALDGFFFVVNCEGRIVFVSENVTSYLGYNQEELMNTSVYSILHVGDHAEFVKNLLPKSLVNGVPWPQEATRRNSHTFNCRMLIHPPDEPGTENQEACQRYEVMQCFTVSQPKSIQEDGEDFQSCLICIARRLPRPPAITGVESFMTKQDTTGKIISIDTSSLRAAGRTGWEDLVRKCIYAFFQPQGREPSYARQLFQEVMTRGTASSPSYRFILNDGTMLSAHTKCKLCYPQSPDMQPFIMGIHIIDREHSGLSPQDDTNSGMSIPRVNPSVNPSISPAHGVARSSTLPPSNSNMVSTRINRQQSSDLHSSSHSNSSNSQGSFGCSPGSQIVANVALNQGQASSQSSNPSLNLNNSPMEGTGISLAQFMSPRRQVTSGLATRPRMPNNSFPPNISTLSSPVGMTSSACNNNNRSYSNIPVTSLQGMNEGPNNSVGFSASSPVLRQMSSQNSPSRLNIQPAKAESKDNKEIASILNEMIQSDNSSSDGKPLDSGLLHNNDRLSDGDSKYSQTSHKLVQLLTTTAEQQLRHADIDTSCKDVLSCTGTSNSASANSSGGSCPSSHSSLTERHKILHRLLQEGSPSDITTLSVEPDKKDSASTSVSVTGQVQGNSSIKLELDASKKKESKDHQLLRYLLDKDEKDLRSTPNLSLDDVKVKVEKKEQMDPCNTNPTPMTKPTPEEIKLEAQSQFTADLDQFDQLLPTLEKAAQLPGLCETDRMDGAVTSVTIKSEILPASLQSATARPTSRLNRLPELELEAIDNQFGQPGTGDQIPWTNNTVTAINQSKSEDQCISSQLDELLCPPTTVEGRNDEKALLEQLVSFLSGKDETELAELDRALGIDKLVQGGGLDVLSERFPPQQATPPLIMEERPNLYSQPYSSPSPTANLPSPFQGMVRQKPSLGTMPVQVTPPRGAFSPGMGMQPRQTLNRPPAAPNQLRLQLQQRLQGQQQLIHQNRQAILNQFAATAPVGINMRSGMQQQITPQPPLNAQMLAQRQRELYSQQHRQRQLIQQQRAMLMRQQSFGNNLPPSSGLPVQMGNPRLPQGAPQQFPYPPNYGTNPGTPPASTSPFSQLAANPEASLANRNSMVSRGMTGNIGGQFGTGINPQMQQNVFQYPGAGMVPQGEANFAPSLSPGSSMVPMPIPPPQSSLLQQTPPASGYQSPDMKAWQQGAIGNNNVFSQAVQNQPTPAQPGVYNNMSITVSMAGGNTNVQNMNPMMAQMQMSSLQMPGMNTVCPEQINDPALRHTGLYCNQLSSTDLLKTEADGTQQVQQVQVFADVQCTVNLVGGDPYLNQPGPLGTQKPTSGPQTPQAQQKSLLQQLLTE
TROY signal inh: inhibitors of TROY-driven NF-kB signaling, primary screen, Q293 LMP1-TROYcd cells, NF-kB luciferase, uHTS. Q293 LMP1-TROYcd NF-kB luciferase reporter, 4 h. inhibition, % at 10 µM. 360,000 compounds, 0.98% hits;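 active means compounds whose plate-normalised and pattern-corrected inhibition of the luciferase reporter signal at the single screening dose is 50% or more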
Shn3 3UTR inh: reduction of Shn3 3'UTR firefly luciferase signal, primary screen, Schnurri-3 inhibitor project, cell-based, Clone20 osteoblasts, set 2; AID 588674, 2011; 360,000 compounds, 0.52% hits; Clone20 osteoblast Shn3 3'UTR firefly luciferase, 24 h; inhibition, % at 12.5 µM;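 active means mean inhibition of at least 75% with every replicate also reaching 75%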;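 further: 0% = median of neutral control wells and 100% = pilot-screen positive control compound; some compounds past the cut are filed as inactive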
* marks the source's active call; other numbers are inactive results; / = not tested or not shown. An excerpt; rates above refer to the full screens.

SMILES	CF NFkB block	TRAIL sens C8	EBV LMP1 NFkB	NCOA3 inh	COUP-TFII inh	NR5A2 inv ag	TWEAK Fn14 block	KKLEB cytotox	SRC1 inh	TROY signal inh	Shn3 3UTR inh
CCn1c2ccccc2c2cc(NC(=O)C(=O)NCC3CCCO3)ccc21 (stereo not drawn)	5	7	-7	9	12	-9	-10	0	-2	5	24
C=CCn1c(SCC(=O)N(C)C)nc2cc(C(=O)O)ccc2c1=O	-3	-8	-1	12	6	5	-22	3	-3	-8	-6
CCCCOc1ccc(NC(=O)CN2CCN(Cc3ccccc3)CC2)cc1	10	-19	4	2	-5	-5	8	4	4	7	9
CCOC(=O)C1=C(CC)Nc2ccccc2N=C1NC(=O)c1cccc(S(=O)(=O)N2CCCC2)c1	-7	-2	-2	-13	-8	14	6	3	9	-16	2
COc1ccc(C(=O)CC(=O)c2ccc(OC)cc2)cc1	6	-3	-4	-29	-9	-21	-17	1	-32	-24	-6
O=C(NCc1ccccc1)[C@@H]1CSC2c3ccccc3C(=O)N21 (stereo partly drawn)	-2	5	4	9	-2	-6	8	8	0	14	-5
Cc1ccc(-c2noc(CCC(=O)Nc3cccc(C(=O)NC4CC4)c3)n2)cc1	14	-3	-8	-16	-19	-16	-7	-4	-26	-19	0
Cc1ccc(-n2nnnc2SCC(=O)N2CCCCC2)cc1	10	-22	-10	-11	-5	-14	-17	-1	-23	-47	-9
Cn1c(=O)c2c(nc(CN3CCN(c4ccccc4)CC3)n2Cc2c(F)cccc2Cl)n(C)c1=O	5	-16	1	3	7	7	-2	8	3	-9	14
CCOC(=O)c1ccc(COC(=O)CCc2nc(-c3ccccc3)c(-c3ccccc3)o2)cc1	16	2	-2	5	3	0	5	-9	14	-7	-9
CN(C)c1ccc(CNC(=O)/C=C/[C@H]2O[C@@H](n3ccc(=O)[nH]c3=O)[C@H](O)[C@@H]2O)cc1	-12	-10	/	22	5	14	-5	-8	8	8	-14
O[C@@H]1CN(Cc2ccc(-n3cccn3)cc2)CC[C@H]1N1CCN(c2ccccc2F)CC1	4	22	7	-9	49*	27	34	0	7	19	85
O=C(COC(=O)/C=C/c1ccc(S(=O)(=O)N2CCOCC2)cc1)Nc1ccccc1F	-20	-3	1	14	10	7	-19	21	-2	9	-6
O=C(CSc1nc(CCC2CCCC2)nc2ccccc12)NCc1ccc2c(c1)OCO2	13	2	-19	7	-14	34	11	0	8	15	-43
COCCCn1c(CCC(=O)O)ccc1-c1cccs1	-8	14	0	-1	-6	21	-3	6	0	10	7
COc1ccc(OC)c(C(=O)CSc2nnc(-c3cccs3)o2)c1	-7	-5	2	21	11	-13	-16	9	0	-19	15
COc1ccc(S(=O)(=O)N(C)CC(=O)N2CCC(C)CC2)cc1Cl	12	2	-19	-19	0	-10	-6	8	4	3	10
COc1ccc(CSCCN)cc1Cl	3	-22	0	1	8	-5	18	-12	-2	3	-3
O=C(COC(=O)COc1ccccc1F)Nc1cccc(S(=O)(=O)N2CCCCC2)c1	-12	6	-2	-21	8	9	11	-9	7	9	-3
C=CCn1c(NCc2ccc(OC)cc2O)nc2ccccc21	12	11	-4	-55	-24	-45	-30	-7	-36	-48	-4
CC(C)Oc1ccc(/C(O)=C2/C(=O)C(=O)N(Cc3cccnc3)C2c2ccco2)cc1 (stereo not drawn)	17	-10	8	-24	-10	-10	13	1	-12	-6	-25
O=C(CCNC(=O)c1ccc(Br)cc1)Nc1ccccc1N1CCCCC1	16	-16	1	3	9	-2	-1	-14	-12	7	-19
CC(C)(C)N1CC(C(=O)Nc2cccc(Cl)c2Cl)CC1=O (stereo not drawn)	14	-13	2	-7	-10	3	9	-10	-3	-17	-4
CCOC(=O)C1=C(CSc2nc(C)cc(C)c2C#N)OC(N)=C(C#N)C1c1ccccc1 (stereo not drawn)	6	9	-10	0	4	-6	-11	-7	-9	5	-24
COc1ccc(C(=O)O/N=C/c2ccc(S(=O)c3ccc(Cl)cc3)nc2)cc1 (stereo not drawn)	-2	-13	-2	12	-21	3	-16	6	2	-25	-2
COc1cccc(-n2nnnc2SCC(=O)Nc2ccc(C(C)=O)cc2)c1	-14	-26	0	5	8	4	7	3	6	6	7
CCN(Cc1cc2cc(OC)ccc2[nH]c1=O)C(=O)c1ccncc1	20	-19	-2	-16	-48	20	-7	-2	13	7	-5
CCCNC(=O)c1ccccc1NC(=O)c1ccc2c(=O)n3c(nc2c1)CCC3	4	-13	2	-15	-4	0	-13	-8	-1	-11	-15
C=CCNC(=O)COC(=O)/C=C/c1cccs1	10	-8	0	-1	13	-4	-10	6	-35	4	1
CC1CCCCN1C(=O)/C=C/c1ccccc1[N+](=O)[O-] (stereo not drawn)	-10	-4	3	7	-5	-11	-13	6	2	-11	-17
Cc1ccc(S(=O)(=O)c2nc(/C=C/c3ccccc3)oc2N2CCC(C(N)=O)CC2)cc1	-16	2	-3	2	-7	-6	-1	-10	-13	5	-15
CCN(CC)N=Nc1cccc(NC(C)=O)c1	-8	1	0	-3	-22	-40	-24	17	-31	-8	9
CCCCCOc1ccc(C(=O)CCC(=O)Nc2ccc(NC(C)=O)cc2)cc1	-15	-10	3	-8	-14	4	1	6	12	-9	-1
Cc1cc(C(=O)Nc2ccc(F)cc2C)cs1	-10	1	-2	0	-4	-12	2	5	-29	-6	-16
Cc1cccc2sc(NC(=O)c3ccc(OCC4CCCO4)cc3)nc12 (stereo not drawn)	-7	12	5	-44	-9	-73	85*	2	-48	33	-15
CCOC(=O)c1cc(S(=O)(=O)N2CCc3ccccc32)cn1C	-9	3	2	9	-5	-12	12	8	-12	1	36
O=C(NCC1CC1)c1onc(CSc2ccc(F)c(F)c2)c1C(=O)NCC1CC1	-26	5	-4	2	17	20	-20	-16	-3	-14	10
CCCn1c(SCC(=O)Nc2cccc(C(=O)OC)c2)nnc1-c1cccnc1	13	-12	-5	10	-13	2	10	-7	-12	-6	15
COc1ccc2cc(CCNC(=O)CCc3ccccc3)c(=O)[nH]c2c1	-7	-8	-6	7	16	10	2	3	2	-14	9
O=C(COC(=O)Cn1cnc2ccccc2c1=O)Nc1ccccc1OC(F)F	-11	4	6	-8	-15	3	5	-20	1	-10	-16

An excerpt of these results, with two lines to a compound.
Each structure is followed by: CF NFkB block | TRAIL sens C8 | EBV LMP1 NFkB | NCOA3 inh | COUP-TFII inh | NR5A2 inv ag | TWEAK Fn14 block | KKLEB cytotox | SRC1 inh | TROY signal inh | Shn3 3UTR inh
CC(C)Oc1ccc(/C(O)=C2/C(=O)C(=O)N(Cc3cccnc3)C2c2ccco2)cc1 (stereo not drawn)
    17 | -10 | 8 | -24 | -10 | -10 | 13 | 1 | -12 | -6 | -25
O=C(CCNC(=O)c1ccc(Br)cc1)Nc1ccccc1N1CCCCC1
    16 | -16 | 1 | 3 | 9 | -2 | -1 | -14 | -12 | 7 | -19
CC(C)(C)N1CC(C(=O)Nc2cccc(Cl)c2Cl)CC1=O (stereo not drawn)
    14 | -13 | 2 | -7 | -10 | 3 | 9 | -10 | -3 | -17 | -4
CCOC(=O)C1=C(CSc2nc(C)cc(C)c2C#N)OC(N)=C(C#N)C1c1ccccc1 (stereo not drawn)
    6 | 9 | -10 | 0 | 4 | -6 | -11 | -7 | -9 | 5 | -24
COc1ccc(C(=O)O/N=C/c2ccc(S(=O)c3ccc(Cl)cc3)nc2)cc1 (stereo not drawn)
    -2 | -13 | -2 | 12 | -21 | 3 | -16 | 6 | 2 | -25 | -2
COc1cccc(-n2nnnc2SCC(=O)Nc2ccc(C(C)=O)cc2)c1
    -14 | -26 | 0 | 5 | 8 | 4 | 7 | 3 | 6 | 6 | 7
CCN(Cc1cc2cc(OC)ccc2[nH]c1=O)C(=O)c1ccncc1
    20 | -19 | -2 | -16 | -48 | 20 | -7 | -2 | 13 | 7 | -5
CCCNC(=O)c1ccccc1NC(=O)c1ccc2c(=O)n3c(nc2c1)CCC3
    4 | -13 | 2 | -15 | -4 | 0 | -13 | -8 | -1 | -11 | -15
C=CCNC(=O)COC(=O)/C=C/c1cccs1
    10 | -8 | 0 | -1 | 13 | -4 | -10 | 6 | -35 | 4 | 1
CC1CCCCN1C(=O)/C=C/c1ccccc1[N+](=O)[O-] (stereo not drawn)
    -10 | -4 | 3 | 7 | -5 | -11 | -13 | 6 | 2 | -11 | -17
Cc1ccc(S(=O)(=O)c2nc(/C=C/c3ccccc3)oc2N2CCC(C(N)=O)CC2)cc1
    -16 | 2 | -3 | 2 | -7 | -6 | -1 | -10 | -13 | 5 | -15

The listing continues.
SMILES	CF NFkB block	TRAIL sens C8	EBV LMP1 NFkB	NCOA3 inh	COUP-TFII inh	NR5A2 inv ag	TWEAK Fn14 block	KKLEB cytotox	SRC1 inh	TROY signal inh	Shn3 3UTR inh
C/C(=N\NC(=O)c1ccc(Cl)cc1)c1ccc(Br)s1	-23	21	2	-9	1	-19	7	-9	-35	-9	13
Cc1occc1-c1nnc(SCC(=O)Nc2ccccc2)n1C(C)c1ccccc1 (stereo not drawn)	-10	2	-3	-3	-2	7	23	4	4	3	14
COc1cccc(C(O)c2nc(-c3ccncc3)cs2)c1 (stereo not drawn)	-22	-8	/	-1	33	2	17	0	21	9	25
COC(=O)c1cc(C(=O)c2ccc(Cl)cc2)n2c(=O)/c(=C\N(C)C)sc12	8	12	-7	-2	-20	7	-2	0	-23	-8	-23
COC(=O)c1ccccc1NC(=O)C(C)NS(=O)(=O)c1ccc(OC)cc1 (stereo not drawn)	-12	6	1	21	-7	12	-1	8	-9	-8	3
O=C(CSc1oc(-c2ccco2)nc1S(=O)(=O)c1ccc(F)cc1)NCC1CCCO1 (stereo not drawn)	-1	6	-3	-12	20	-8	16	0	2	-5	7
CCOc1ccc(NC(=O)c2ccco2)cc1	0	55*	-1	-86	-46	-84	21	-9	-88	10	-35
CN(C)C(=O)N1CCN(C(=O)c2ccco2)CC1	16	2	4	6	6	-1	-14	-6	-2	-6	4
COc1cccc(-c2nn(-c3ccccc3)cc2C(=O)NCC(=O)O)c1	-3	10	2	5	2	16	-1	-2	2	-4	8
